Screening data deposited in PubChem by National Center for Advancing Translational Sciences (NCATS).
12-LOX inh: ALOX12 (human) lipoxygenase inhibition. hit rate 1.1% among 580,000. P18054. Potency, µM (top dose mostly 108 µM), without a hit: top-dose activity change, negative = inhibition, most hits filed as inhibitors. purified 12hLO, xylenol orange hydroperoxide absorbance. AID 1671190; active means well fitted inhibition curve with a large enough effect; inconclusive means small, poorly fitted or top-dose-only effect, or another doubt; inactive means no such curve, though single readings can be large or run the other way
Target sequence (P18054 whole entry, looked up): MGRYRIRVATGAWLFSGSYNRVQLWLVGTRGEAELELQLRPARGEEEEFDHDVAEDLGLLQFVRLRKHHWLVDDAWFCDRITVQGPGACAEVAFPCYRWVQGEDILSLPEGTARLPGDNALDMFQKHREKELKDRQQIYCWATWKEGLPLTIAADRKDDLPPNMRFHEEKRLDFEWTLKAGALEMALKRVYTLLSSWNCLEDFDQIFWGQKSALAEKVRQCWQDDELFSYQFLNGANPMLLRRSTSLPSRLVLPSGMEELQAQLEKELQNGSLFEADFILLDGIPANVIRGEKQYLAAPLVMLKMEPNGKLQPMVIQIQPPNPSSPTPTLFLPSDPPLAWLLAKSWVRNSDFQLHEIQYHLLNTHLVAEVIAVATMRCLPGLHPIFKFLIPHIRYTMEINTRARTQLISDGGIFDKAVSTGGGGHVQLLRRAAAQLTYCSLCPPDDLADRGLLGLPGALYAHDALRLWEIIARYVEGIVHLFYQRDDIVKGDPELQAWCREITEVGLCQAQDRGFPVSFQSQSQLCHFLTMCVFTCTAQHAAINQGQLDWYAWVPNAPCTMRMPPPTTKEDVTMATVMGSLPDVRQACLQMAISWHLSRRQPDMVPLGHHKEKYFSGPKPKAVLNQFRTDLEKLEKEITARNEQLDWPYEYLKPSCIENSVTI
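Purified human 12hLO at 150 nM in 25 mM Hepes, 0.01% Triton X-100, pH 7.0, preincubated 15 min at room temperature with compound. Reaction started with 40 uM arachidonic acid, 30 min at room temperature. Hydroperoxide measured by Fe-xylenol orange, 573/405 nm absorbance ratio.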
Active calls of the source: *; ? = inconclusive; [ ] = another dose, or the depositor's remark. On the % scale 0 is the no-effect control and ±100 the full control effect; potency means the concentration at half of the fitted maximal effect.

12-LOX inh	Compound
30.9%[activator][176 µM]	OC(c1nc(Nc2cccc(Cl)c2)n[nH]1)C1CC1 (stereo not drawn)
-4.9%	COc1ccc(-c2nc3ncccn3c2Nc2ccccc2C)cc1
?	COC(=O)c1ccc(C2NC(=S)NC3=C2CCc2ccccc23)cc1 (stereo not drawn)
-0.9%	Cn1c(=O)c2cc(C(=O)Nc3ccc(Cl)c4ncccc34)cnc2n(C)c1=O
0.5%	Cc1oc(-c2ccccc2)nc1CC(=O)N1CCC(CC(N)=O)CC1
-5.9%	CCS(=O)(=O)c1nc(S(=O)(=O)c2ccc(C)cc2)c(NC2CCCC2)s1
22.7%	COc1ccccc1-c1coc2cc(OC(=O)c3ccc(C)cc3)ccc2c1=O
24.2%	COc1ccc(NC(=O)CCn2nc(-c3cccs3)oc2=O)c(OC)c1
-9.4%	CS(=O)(=O)Cc1ccc(C(=O)Nc2ccc(F)cc2F)cc1
9.9%	O=C(CN1CCN(Cc2nnc(-c3ccccc3)o2)CC1)N1CCCC1
6.9%[6.33 µM]	O=C(c1ccc(Cl)cc1)N1CCC(N2CCCNC2=O)CC1
-1.5%	C[C@H](C(=O)N[C@H](CO)c1ccccc1)N1Cc2ccc(N3CCOCC3)nc2C1=O
?	CCN(C(=O)C1Cc2ccccc2C(=O)O1)c1c(N)n(Cc2ccccc2)c(=O)[nH]c1=O (stereo not drawn)
28.2µM*	O=C(Nc1c(-c2ccc3c(c2)OCO3)[nH][nH]c1=O)c1ccccc1
-27.0%	C[C@@H]1CN([C@@H](C)CO)S(=O)(=O)c2ccc(Br)cc2O[C@H]1CN(C)C(=O)c1ccccc1
29.2%	O=C(Nc1ccc([C@@H](O)[C@H]2COCC(=O)N2Cc2ccc(C(F)(F)F)cc2)cc1)c1ccco1
53.1%[activator]	COC(=O)[C@@H]1Cc2c([nH]c3ccccc23)[C@H]2C[C@@H](NCc3cccnc3)C[C@@H](c3ccc(F)c(F)c3)N21
-27.6%	CN(C)c1ccc(C=NN2C(=O)CSC2=S)c(Cl)c1
-2.7%	COc1ccc(CN2C(=O)C(CC(=O)NC3CC3)CC(C(=O)N3CCOCC3)=C2C)cc1 (stereo not drawn)
?	COc1ccc(N2C[C@H](CSC)[C@@H](CC(=O)Nc3ccc(Br)cc3)C2=O)cc1
?	CCN1CCN(CC(=O)Nc2ccc(-c3cccc4c(=O)cc(N5CCOCC5)oc34)c3sc4ccccc4c23)CC1
23.8%	CC1(C(=O)NCCCN2CCc3ccccc3C2)CCCCC(=O)N1 (stereo not drawn)
?	c1coc(CNc2nc(Nc3cccc4ccccc34)nc3ccccc23)c1
17.7%	CCCCCCCCCc1ccc(-c2ccc(CCCCCCCC)cn2)cc1
?	CCCN1C(=O)C[C@H](S(=O)(=O)c2ccccc2)[C@H]1c1ccc(C#N)cc1
-2.2%	C=CCNc1oc(COc2ccc(F)cc2)nc1C#N
?	COc1ccc(-c2cc(Nc3ccccc3)nc(C)n2)cc1
?	CCN1CCN(C(=O)CS(=O)Cc2nc(-c3ccc(OC)c(OC)c3)oc2C)CC1 (stereo not drawn)
73.9%[activator]	O=C(CC[C@H]1NC(=O)c2ccccc2NC1=O)Nc1nc(-c2ccncc2)cs1
4.1%	Cc1oc(-c2nc(C#N)c(NCc3ccc(F)cc3)o2)cc1S(=O)(=O)N1CCCC1
25.4%	CN1CCC(N2CCN(S(=O)(=O)c3ccc(F)cc3)CC2)C1=O (stereo not drawn)
37.6%[activator]	O=C(Nc1ccc(Cl)cc1C(F)(F)F)c1ccccc1F
40.7%[activator]	O=C(NCCc1noc(C2CC2)n1)c1ccco1
50.1µM*	CC(C)c1ccc(CNc2nc(NCC3CC3)nc3ccsc23)cc1
-6.9%	Cc1c(CC(=O)NCCc2ccc(Cl)cc2)c(=O)oc2c(C)c(O)ccc12
-1.0%	CCc1nc2ccc(C(=O)NCCCN3CCCC3=O)cn2c1N(C)CCC(C)C
29.6%	Cc1ccc(NC(=O)CN2CC3CC(C2)[C@H]2CCCC(=O)N2C3)cc1 (stereo partly drawn)
2.8%	CSc1ccc(C(C)NC(=O)c2ccccc2Cl)cc1 (stereo not drawn)
33.2%[activator][176 µM]	CC(C)N1CC[C@@H]2[C@H]1C(=O)NC[C@H](CCC(=O)NCc1cccs1)N2C
3.6%	O=C(NCc1ccccc1Cl)c1csc([C@@H]2O[C@H](CO)[C@H](O)[C@H](O)[C@H]2O)n1
17.3%	CCc1cc(C(=O)N[C@@H]2COCC[C@@H]2OCc2ccccc2)cc(=O)[nH]1
-27.0%	CCOc1ccc(CC2C(=O)N(C)c3ccc(Br)cc32)cc1 (stereo not drawn)
7.6%	COc1ccc2c(c1)-c1nc(-n3ncc(C(=O)NCc4cccnc4)c3C3CC3)ncc1CC2
?	Cn1c(C=C(C#N)C#N)ccc1-c1cc(Cl)ccc1Cl
-20.5%	CC(=O)Nc1cccc(C(=O)Nc2cc(C(F)(F)F)ccc2-n2cncn2)c1
?	C[C@H]1CN([C@@H](C)CO)S(=O)(=O)c2ccc(Br)cc2O[C@@H]1CN(C)C(=O)CCN1CCCCC1
6.1%	CCOC(=O)c1ccc2[nH]c(CSCC(=O)Nc3cc(C)cc(C)c3)cc(=O)c2c1
-111.1%	O=C(Cn1sc2ccccc2c1=O)Nc1ccc(F)cc1
-2.4%	COC(=O)c1ccc(Cn2c(C)c(C(=O)NCc3ccc([N+](=O)[O-])cc3)sc2=O)o1
13.3%	Cc1ccc(CNC(=O)c2c(OCC(C)C)cc(=O)n3c2CCCCC3)o1
3.7%	COC(=O)[C@]12C[C@H](CC(=O)N3CCSCC3)C(=O)N(Cc3cccc4ccccc34)C1=C[C@H](C(C)C)O[C@@H]2C1CC1
57.2%	Cc1cc(CN2CCC3(CC2)C(C(=O)O)CC(=O)N3C)on1 (stereo not drawn)
-24.0%	Clc1cccc(Cl)c1CO/N=C/c1cccc(Oc2ccccc2)c1
20.6%	CCOC(=O)C1CCCN(C(=O)C2COC3(CCCCC3)N2C(=O)c2ccccc2Cl)C1 (stereo not drawn)
-3.2%	O=C(Nc1ccc2nc(SCc3ccc(Br)cc3)sc2c1)C1CCCCC1
44.6%[activator]	CN(Cc1cccnc1)c1nc2c(c(=O)[nH]1)CCN(Cc1cccc(F)c1F)CC2
41.9%[activator][176 µM]	Cn1cnc2ccc(-c3ccsc3)nc2c1=O
33.3%[activator]	Cc1nccn1CCNC(=O)C1CCCCC(=O)N1Cc1ccccc1 (stereo not drawn)
2.7%	CCONC(=O)c1cc2cc(C)ccc2o1
21.3%[176 µM]	NC[C@H]1O[C@H](Cc2cc(-c3cccc(O)c3)on2)CC[C@@H]1O

5 compounds from above, ordered by length of the SMILES, ascending:
12-LOX inh	Compound
2.7%	CCONC(=O)c1cc2cc(C)ccc2o1
-27.0%	CCOc1ccc(CC2C(=O)N(C)c3ccc(Br)cc32)cc1 (stereo not drawn)
-24.0%	Clc1cccc(Cl)c1CO/N=C/c1cccc(Oc2ccccc2)c1
-3.2%	O=C(Nc1ccc2nc(SCc3ccc(Br)cc3)sc2c1)C1CCCCC1
13.3%	Cc1ccc(CNC(=O)c2c(OCC(C)C)cc(=O)n3c2CCCCC3)o1

(cont.)
12-LOX inh	Compound
-7.9%	CC(C)N1CC[C@H](CO)[C@H](NC(=O)C2CC2)C1
26.6%	COC1CCOC2(CCN(C(=O)COc3ccc(C)cc3)CC2)C1 (stereo not drawn)
24.5%	OC(C#CCN1CCOCC1)c1ccccc1 (stereo not drawn)
-1.9%	Cn1cc(CCNC(=O)c2ccc3oc(-c4cccc(F)c4)nc3c2)cn1
25.5%	Cc1ccc(N2Cc3c(ncnc3N3CCOCC3)N(C)CC2=O)cc1
-1.1%[176 µM]	COc1ccnc(-c2nnc3ccc(N4CCN(C(=O)c5ccco5)CC4)nn23)c1
22.4%	O=S(=O)(c1cccc(F)c1)N1CCC2(CC1)CC(Cc1nc(C3CC3)no1)CCO2 (stereo not drawn)
49.9%[activator]	O=C(Nc1ccc(C2(C(=O)NCc3ccc(F)cc3Cl)CCC2)cc1)C1CC1
9.4%	Cc1cccc(NC(=O)CSc2nnc(Cc3cccn3C)n2-c2ccc(F)cc2)c1
-14.4%	O=C(c1cccc(F)c1)N1CCC2(CC1)CC(OCC1CC1)CCO2 (stereo not drawn)
-33.5%	CCN(CC)C(=O)C(Sc1nc2cc(S(=O)(=O)N3CCCCC3)ccc2o1)c1ccccc1 (stereo not drawn)
-19.4%	C[C@@H]1CN([C@H](C)CO)C(=O)CCCn2nncc2CO[C@@H]1CN(C)S(=O)(=O)c1cn(C)cn1
52.0%[activator]	CCCCC(=O)Nc1oc2c(C)cccc2c(=O)c1-c1cc(OC)c(OC)c(OC)c1
-2.1%	COc1ccc(S(=O)(=O)N2CCc3c(C(=O)NC4CC4)cccc32)cc1
3.2%	N#Cc1nc(-c2ccc(S(=O)(=O)N3CCCC3)cc2)oc1NCc1cccnc1
3.2%[176 µM]	COCC(=O)N[C@@H](Cn1ccc(=O)[nH]c1=O)C(=O)O
-5.4%[176 µM]	COc1ccc(-c2cnc3[nH]cc(CC(=O)NCc4cnccn4)c3c2)cc1
44.8%[activator]	COCc1nc(C2CC(N)C2)cc(N(C)Cc2noc3c2CCCC3)n1 (stereo not drawn)
28.3%	Cc1cccc(CNC(=O)[C@H]2CCC[C@H]2NC(=O)c2ccncc2)c1
10.9%	CCC(=O)Nc1ccc(C(=O)N2CCC3(CC2)CN(C)CCN3C)cc1

Looked up above:
`CCCCCCCCCc1ccc(-c2ccc(CCCCCCCC)cn2)cc1` in 12-LOX inh: 17.7%
`COc1ccc(NC(=O)CCn2nc(-c3cccs3)oc2=O)c(OC)c1` in 12-LOX inh: 24.2%
`COC(=O)c1ccc(Cn2c(C)c(C(=O)NCc3ccc([N+](=O)[O-])cc3)sc2=O)o1` in 12-LOX inh: -2.4%
`CC(C)N1CC[C@H](CO)[C@H](NC(=O)C2CC2)C1` in 12-LOX inh: -7.9%
`Clc1cccc(Cl)c1CO/N=C/c1cccc(Oc2ccccc2)c1` in 12-LOX inh: -24.0%
`O=C(Nc1ccc(Cl)cc1C(F)(F)F)c1ccccc1F` in 12-LOX inh: 37.6%[activator]

The main list resumes, starting 4 compounds before the break.
12-LOX inh	Compound
-5.4%[176 µM]	COc1ccc(-c2cnc3[nH]cc(CC(=O)NCc4cnccn4)c3c2)cc1
44.8%[activator]	COCc1nc(C2CC(N)C2)cc(N(C)Cc2noc3c2CCCC3)n1 (stereo not drawn)
28.3%	Cc1cccc(CNC(=O)[C@H]2CCC[C@H]2NC(=O)c2ccncc2)c1
10.9%	CCC(=O)Nc1ccc(C(=O)N2CCC3(CC2)CN(C)CCN3C)cc1
37.4%[activator]	CN(C)c1nc2c(c(=O)[nH]1)CCN(Cc1ccc(F)c(Br)c1)CC2
-21.7%	CC1=C(C(=O)N(C(C)C)C(C)C)CC(CC(=O)NCc2cccs2)C(=O)N1CCC1=CCCCC1 (stereo not drawn)
21.1%	COc1ccc(-c2cc(N3CCCC(NC(=O)c4cc(Cl)ccc4F)C3)n[nH]2)cc1 (stereo not drawn)
9.2%	Cc1ccccc1-c1ccc2c(c1)COCC(=O)N2C
-29.5%	O=C(NCCCNc1ccccc1)NCc1cccnc1
-3.2%	O=S1(=O)N[C@@H](Cc2ccccc2)COc2cccc(N3CCCC3)c21
25.2%[176 µM]	COc1ccc2nc3n(c2c1)[C@@H](CNC1CCN(C)CC1)COC3
1.0%[6.33 µM]	O=C(C1CCCC1)N1CC2(CCN(C3COC3)CC2)Cc2ccccc21
19.6%	CCOC(=O)CCNC(=O)N1CCC[C@H](n2c(=O)n(CC3CC3)c3cccnc32)C1
?	CCNC(=O)c1cccc(NC(=O)c2cc(C3CC3)nc3ccccc23)c1
7.5%	CCCNC(=O)C(C)S(=O)(=O)Cc1cc(Cl)c2c(c1)OCO2 (stereo not drawn)
9.7%	COc1cccc(NC(=O)/C=N/O)c1
36.1%[activator]	CC(C)CCNC(=O)N1CC(C(=O)N(C)C)C2(CCOCC2)C1 (stereo not drawn)
?	O=C(O)c1cccnc1SCC(F)(F)F
-4.8%	CC(=O)Nc1cnc(-c2cc(C)c(O)c(C)c2)cn1
24.3%	Cc1cccc(C(=O)Nc2cccc(C3OC(=O)N(Cc4ccccc4)C3C(=O)NCC(C)C)c2)c1 (stereo not drawn)
4.4%	CCC[C@@H]1CN(C(=O)c2ccc(-c3ccc(C)o3)cc2)C[C@H]1NC(C)=O
48.8%[activator]	CCn1cc(S(=O)(=O)N2CCCCC2c2nc(-c3ccncc3)n[nH]2)cn1 (stereo not drawn)
?	COc1ccc(Br)cc1/C=C(\C#N)C(=O)NC(C)c1ccccc1 (stereo not drawn)
?	O=C(c1ccco1)N1CCN(CC2(O)CCNC2)CC1 (stereo not drawn)
-13.8%	CC(C)c1nc2nccc(-c3ccsc3)n2n1
?	NC(CCc1ccccc1)c1csc(NC(=O)Nc2ccccc2Oc2ccccc2)n1 (stereo not drawn)
?	COc1ccc(C(=O)/C(=C/c2ccncc2)c2nc3ccccc3o2)cc1OC
26.6%	Cc1ccc(CN2CCC(C(=O)N3CCCCCCNC(=O)CC3)CC2)s1
8.5%[6.33 µM]	CN(C)c1ccc(CN2CCCC3(C2)C(=NC2CCCCC2)NC(=O)N3c2cccnc2)cc1 (stereo not drawn)
18.7%	CC(C)Oc1ccc(C(=O)Nc2ccc(Oc3ccc(Cl)cc3)cc2)cc1
0.0%	C[C@@H]1CC2=C(C(=O)OC(C)(C)O2)[C@H](c2ccc(Cl)cc2)O1
43.6%[activator]	COC1CCOC2(CCN(C(=O)COc3ccccc3)CC2)C1 (stereo not drawn)
6.9%	CC(C)NC(=O)c1ccc(-c2ccc(F)cc2)o1
-1.4%	CCCN1C(=O)CCc2cc(NS(=O)(=O)CC)ccc21
1.3%	COc1ccc(CN(C)C(C)c2nnc(-c3ccc(C)cc3)o2)cc1F (stereo not drawn)
?	CC(=O)Oc1[nH]c(=O)c2cccc3c2c1CCC3
-10.4%	CCOc1ccc(C(=O)C(C)n2cnc3c2c(=O)n(C)c(=O)n3C)cc1 (stereo not drawn)
17.1%	C[C@@H](N)C(=O)N1CCC(n2nccc2NC(=O)Nc2cccc(F)c2)CC1

Some of the compounds tested, so the mix of outcomes need not match the whole.
